Screens (PubChem)
DAGLB inhibitor – diacylglycerol lipase beta (human) inhibition | Q8NCG7 | HEK293T DAGLB membrane lysate, EnzChek fluorogenic substrate | inhibition, % at 5.17 µM | 340,000 compounds, 0.059% hits; in the data active = inhibition above about 34%;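 also: 0% = enzyme with vehicle and 100% = wells lacking enzyme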
Target sequence (Q8NCG7 whole entry, looked up): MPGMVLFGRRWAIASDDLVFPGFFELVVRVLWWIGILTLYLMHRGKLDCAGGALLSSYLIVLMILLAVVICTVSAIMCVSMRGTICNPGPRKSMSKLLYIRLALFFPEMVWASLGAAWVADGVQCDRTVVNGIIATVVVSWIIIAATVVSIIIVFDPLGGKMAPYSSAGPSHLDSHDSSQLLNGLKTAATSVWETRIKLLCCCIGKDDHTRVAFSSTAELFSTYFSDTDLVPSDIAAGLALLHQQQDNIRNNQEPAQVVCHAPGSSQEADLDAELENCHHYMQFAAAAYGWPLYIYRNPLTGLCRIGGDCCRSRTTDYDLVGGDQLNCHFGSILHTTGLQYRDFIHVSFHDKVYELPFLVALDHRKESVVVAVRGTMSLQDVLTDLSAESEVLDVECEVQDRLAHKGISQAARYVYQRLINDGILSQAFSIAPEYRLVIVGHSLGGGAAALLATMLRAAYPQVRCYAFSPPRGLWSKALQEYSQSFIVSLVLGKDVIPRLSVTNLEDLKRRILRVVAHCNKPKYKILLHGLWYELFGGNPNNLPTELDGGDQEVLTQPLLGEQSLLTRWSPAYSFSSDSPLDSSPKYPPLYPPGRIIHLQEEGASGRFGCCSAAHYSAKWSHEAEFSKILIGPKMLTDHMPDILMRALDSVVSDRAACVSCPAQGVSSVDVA
PKA-R1A activ – PKA-R1A complex activation; PKA-R1A dissociation, Cy5-IP20 fluorescence polarization; scaled: DMSO 0%, 113 µM cGMP 100%; AID 504707; 340,000 compounds, 0.083% hits; activation, % at 11.4 µM;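 active = percent activation above the mean of all tested compounds plus 3 SD, cut at about 19% in these data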;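 also: higher means more PKAc released from R1A so a rise in polarization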
PKA-R2B activ – PKA-R2B complex activation; P22694+P31323; activation, % at 11.4 µM; 340,000 compounds, 0.079% hits; PKA-R2B holoenzyme dissociation, Cy5-IP20 fluorescence polarization; R2B truncated from residue 108, S112A mutant; 0% DMSO only, 100% 113 µM cGMP;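 active = activation above a cutoff set at the mean over all compounds plus 3 SD, cut at about 18% in these data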;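 also: higher means more holoenzyme dissociation and a rise in polarization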
Target sequence (P31323 whole entry, looked up, other chains not shown, the tested form may be a part): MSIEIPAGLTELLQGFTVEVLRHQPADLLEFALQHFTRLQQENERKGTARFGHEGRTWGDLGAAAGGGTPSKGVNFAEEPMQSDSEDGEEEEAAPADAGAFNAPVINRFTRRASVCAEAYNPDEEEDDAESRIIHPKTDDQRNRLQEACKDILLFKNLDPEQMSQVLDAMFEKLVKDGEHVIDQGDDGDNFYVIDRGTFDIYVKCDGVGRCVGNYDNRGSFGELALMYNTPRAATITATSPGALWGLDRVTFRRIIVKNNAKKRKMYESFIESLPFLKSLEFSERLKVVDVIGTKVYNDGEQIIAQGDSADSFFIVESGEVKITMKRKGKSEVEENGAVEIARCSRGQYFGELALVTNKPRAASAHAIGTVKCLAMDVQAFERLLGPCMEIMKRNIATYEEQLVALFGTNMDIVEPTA
Pemphigus Ab inh – inhibitors of pemphigus antibody binding to human desmoglein-3; P32926; DSG3-coupled beads, scFv-anti-DSG3-GFP binding, flow cytometry; stronger effect = lower value; binding (percent of control), % at 10 µM; 310,000 compounds, 0.48% hits;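 active = binding more than 3 SD below its plate's average and above zero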; also: some compounds called inactive have numbers as strong as hits
MOR-DOR ag – OPRM1-OPRD1 heterodimerization agonism; P35372+P41143; cells, luminescence; activation, % at 9.3 µM; 340,000 compounds, 0.3% hits; AID 504326; in the data active = activation above about 18%;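 also: 0% = vehicle-treated cells and 100% = reference agonist; values of inactives mirror those of a sister screen read the other way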
V-ATPase pH – yeast V-ATPase proton transport regulation by pHLuorin | response, % at 10 µM | S. cerevisiae, pHLuorin cytosolic pH fluorescence | 350,000 compounds, 0.37% hits | AID 504577; in the data active = response mostly above about 7.3%, no sharp cut-off; inactive = mostly below about 5.4%; also: actives read high; inactives centre near 0; some compounds called inactive have numbers as strong as hits; reference of the scale not given here
HTR5A ag – HTR5A agonism, opioid heterodimer counter-screen; P47898; HTR5A agonist assay, luminescence, cell-based; activation, % at 9.3 µM; 340,000 compounds, 0.61% hits; AID 504692; in the data active = activation mostly above about 9.5%, no sharp cut-off; inactive = mostly below about 7.6%;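 also: 0% = cells with vehicle only and 100% = reference agonist; strong numbers were not always called active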
Arr AP2 block – inhibitors of human beta-arrestin and AP2 interaction; 340,000 compounds, 0.31% hits; FITC-arrestin peptide / GST-AP2 beads, flow cytometry; AP2 beta2 appendage carries R879A mutation; inhibition, % at 10 µM; AID 504490;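 active = inhibition above a set limit, near 3 SD of compounds lacking own fluorescence, cut at about 54% in these data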;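 also: plate controls were DMSO wells for no effect and 5 µM unlabelled arrestin peptide for full effect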
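System: GST-AP2 R879A glutathione beads. Medium: PBS with 0.05% Tween 20 and 0.1% BSA. Also added: FITC-arrestin peptide, 50 nM. Incubation: 12 min plus 1 h, RT. Measured by: high-throughput flow cytometry of beads, ex 488, em 535 nm. Evaluation: percent drop in bead-associated FITC signal.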
HTR5A inv ag – inverse agonist of human HTR5A in OPRM1-OPRD1 counter-screen. HTR5A cell line, luminescence, inverse agonism. inhibition, % at 9.3 µM. 340,000 compounds, 0.083% hits; in the data active = inhibition mostly above about 23%, no sharp cut-off; inactive = mostly below about 18%;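 also: 0% = cells with DMSO and 100% = no-cell wells with DMSO; some compounds called inactive have numbers as strong as hits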
OPRM1-OPRD1 inv – mu-delta opioid heterodimer inverse agonism; AID 504357; inhibition, % at 9.3 µM; 340,000 compounds, 0.21% hits; P35372+P41143; cell-based MOR-DOR heterodimer luminescence; in the data active = inhibition above about 22%, passing the limit was not always enough;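 also: 0% = cells with DMSO and 100% = wells without cells with DMSO; values of inactives mirror those of a sister screen read the other way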
* = called active by the depositor; . = no result given. An unsorted share of the library, and some 2.4% of all compounds hit somewhere here.

SMILES	DAGLB inhibitor	PKA-R1A activ	PKA-R2B activ	Pemphigus Ab inh	MOR-DOR ag	V-ATPase pH	HTR5A ag	Arr AP2 block	HTR5A inv ag	OPRM1-OPRD1 inv
COc1cccc(NC(=O)c2nc(S(C)(=O)=O)ncc2Cl)c1	-2.9	4.5	-6.3	94.0	-4.0	1.0	0.3	9.8	-0.9	21.5
O=Nc1c(O)c2ccccc2c2ccccc12	5.8	-7.2	2.0	99.4	17.6	-3.2	12.3*	17.1	-10.2	-99.1
COc1ccc(/C=C2\CCc3ccccc3C2=O)cc1Cn1cccn1	-8.5	-5.8	-2.8	.	-0.3	-6.0	0.0	0.4	-0.1	1.5
COc1ccc(S(=O)(=O)NC(C)C(=O)Nc2cccc([N+](=O)[O-])c2)cc1 (stereo not drawn)	1.6	-4.9	-2.9	102.3	-1.1	-2.3	1.5	.	-5.6	5.8
O=C(COC(=O)c1c[nH]c(=O)[nH]c1=O)Nc1ccccc1F	-1.5	0.9	0.8	112.3	-1.4	-1.7	-4.8	30.1	12.0	7.0
Cc1ccc(NC(=O)CC2Nc3ccccc3NC2=O)cc1Cl (stereo not drawn)	3.1	-11.0	-7.5	.	0.5	0.6	0.0	-5.9	0.1	-2.9
S=C(NCCc1ccccc1)N1CCn2cccc2C1c1cccnc1 (stereo not drawn)	-0.2	9.9	7.1	.	-0.9	0.5	2.2	10.3	-62.5	4.2
CCOC(=O)C1CCNC(=O)C1=O (stereo not drawn)	-0.6	-8.4	-1.9	.	-2.5	-1.7	0.7	-7.3	-2.7	12.1
CCOC(=O)C(=Cc1ccc(-n2cncn2)cc1)C(=O)OCC	4.7	-5.2	-14.4	95.8	2.3	0.1	-8.0	23.5	21.0	-11.8
O=C(CSc1nc2ccccc2n1Cc1ccccc1Cl)N/N=C/c1ccccc1C(=O)O	3.9	-2.2	-0.1	99.8	-1.5	-3.7	-0.4	0.0	24.1	7.4
Cc1ccc(NC(=O)c2ccc(S(=O)(=O)NCc3cccnc3)cc2)c(C)c1	-0.8	-1.2	-1.2	.	2.1	-1.0	0.8	4.3	-31.6	-15.0
O=c1cc(CSc2nnc(COc3cccc4ccccc34)o2)c2ccccc2[nH]1	2.0	5.1	5.8	88.7	-1.7	-1.7	-2.6	10.1	-7.0	8.9
CCOC(=O)C1=C(CC)Nc2ccccc2N=C1N	1.4	-9.1	8.7	125.2	1.7	-3.8	2.7	18.6	16.8	-8.8
O=C(Cc1ccc(-n2c(=O)c3ccccc3n(Cc3ccccc3Cl)c2=O)cc1)NCC1CCCO1 (stereo not drawn)	2.7	-4.3	-2.9	90.0	-3.4	-3.1	-4.3	9.6	9.4	17.3
C=CCn1c(SCC(=O)/C(C#N)=C(\C)N)nc2sc(C)c(C)c2c1=O	-2.4	-7.5	3.9	54.9	2.5	-6.5	3.3	7.7	-5.7	-15.0
O=C(Nc1ccc2oc(=O)ccc2c1)c1ccc2ccccc2c1	1.3	-0.3	-1.8	99.7	3.6	-3.8	-1.4	-59.9	3.3	-20.0
O=C(CSc1ccccc1)NCCc1ccccc1	-4.8	-13.7	-5.1	115.9	-1.6	-1.8	3.6	-19.9	-35.8	7.9
CC(C)(C)c1nnc(NS(=O)(=O)c2cc(Cl)ccc2Cl)s1	6.4	2.7	-10.0	112.1	-3.2	-0.1	-0.2	32.3	0.7	15.9
CCOc1ccc(Br)cc1S(=O)(=O)N1CCCC1	-3.1	3.2	-12.4	76.5	-0.4	-2.6	3.2	2.0	3.6	2.3
O=C(COC(=O)/C=C/c1cccc(Cl)c1Cl)Nc1ccc2[nH]c(=O)[nH]c2c1	1.2	-11.4	6.8	92.4	2.7	1.6	3.1	2.7	-7.5	-11.1
Cc1nc2ccc(NC(=O)c3ccc(Cl)s3)cc2s1	-4.4	-3.2	-2.9	106.1	0.8	3.4	4.7	18.9	-14.1	-4.0
CCOC(=O)c1c(Nc2ccccc2N)cc(C)nc1C	-1.3	-10.2	-5.2	104.2	-1.1	-1.6	0.3	-2.1	3.5	6.0
CC(=O)Nc1ccc(N2C(=O)CC(Sc3nccc(C)n3)C2=O)cc1 (stereo not drawn)	-1.6	2.2	-1.3	108.7	0.1	2.3	0.9	12.3	-3.4	-0.6
CCOC(=O)c1c(N)sc(C(=O)OCCOC)c1C	-1.9	-10.3	-1.1	95.0	0.4	-0.4	-2.4	-16.7	6.9	-2.4
c1ccc2cc(CNCc3cccc4ccccc34)ccc2c1	-8.5	-16.6	-21.9	114.6	3.5	-2.5	7.1	-9.8	4.1	-17.7
Cc1ccc(CC(=O)Nc2nncs2)cc1	0.6	4.7	-9.9	98.8	-0.2	-0.2	-3.7	-2.0	-21.0	1.4
CCO[C@@H]1OC(C(=O)NC2CC2)=C[C@H](C2CCCCC2)[C@H]1CCCO	-0.6	-8.7	-2.3	97.5	-3.3	-2.5	0.0	-9.1	-8.8	18.7
Cn1ccc(-c2ccccc2)n1	-1.9	1.9	4.6	95.5	-2.1	-1.0	1.6	6.9	-4.4	10.6
Fc1ccccc1CNCC1CCCO1 (stereo not drawn)	-1.5	0.0	-6.7	109.1	-3.4	1.7	1.4	-2.1	-32.3	17.6
COc1ccc(CN(CC(=O)NCc2ccc(F)cc2)C(=O)c2csnn2)cc1	3.6	3.2	6.3	112.8	0.1	-0.1	-0.7	11.0	0.0	-1.0
CCC(=O)c1cc(F)ccc1OCC(=O)Nc1ccc2c(c1)OCCO2	-12.3	4.1	-0.3	101.7	1.5	0.9	3.6	-5.0	-9.0	-5.7
Cc1ccc(C(=O)NC2CCN(C(=O)Nc3ccc(F)cc3)CC2)cc1	1.1	-2.8	3.3	116.3	-1.2	0.5	4.4	-0.6	-12.4	6.3
Cn1c(SCC(=O)c2ccc3c(c2)OCCO3)nnc1C(F)(F)F	-2.4	-6.3	-8.0	.	-3.2	0.9	6.4	28.1	-10.1	15.7
COc1cccc(/C(O)=C2/C(=O)C(=O)N(CCN3CCOCC3)C2c2cccs2)c1 (stereo not drawn)	2.2	6.9	-4.9	90.5	-2.0	0.6	-5.6	20.8	9.0	11.3
O=C(CSc1n[nH]c(=O)n1C1CC1)Nc1ccc(Cl)c(Cl)c1	1.8	-8.1	-4.9	87.9	0.5	4.7	4.9	2.2	-3.6	-2.6
CC(C)Cc1nnc(NC(=O)c2ccc3c(c2)OCCO3)s1	7.6	4.5	3.8	.	2.6	-1.3	-4.7	26.9	11.7	-10.0
CC(/C=N/NC(=O)Cn1nccc1C)=C\c1ccc(C(C)C)cc1	-2.5	8.6	-4.2	106.2	2.6	-3.9	-0.3	-0.9	0.8	-15.4
CCC(C(=O)NCc1cccc(C)c1)n1nc(C)c2c(C)n(-c3ccccc3)nc2c1=O (stereo not drawn)	-1.1	-12.1	-5.2	99.3	-2.4	-3.4	0.3	-1.2	-1.4	12.7
Nc1nc(SCC(=O)Nc2ccc(Oc3ccccc3)cc2)n[nH]1	0.3	6.9	-1.9	79.3	-2.4	-0.8	-0.2	1.1	-16.6	11.9
O=C(CSc1nc(-c2ccco2)cc(C(F)(F)F)n1)N1CCN(c2ccc(Cl)cc2)CC1	-3.2	-1.0	-15.6	107.3	3.5	5.7	4.7	7.2	-1.1	-19.8

3 compounds out of the list, sorted by count of non-hydrogen atoms, rising.
SMILES	DAGLB inhibitor	PKA-R1A activ	PKA-R2B activ	Pemphigus Ab inh	MOR-DOR ag	V-ATPase pH	HTR5A ag	Arr AP2 block	HTR5A inv ag	OPRM1-OPRD1 inv
CC(C)Cc1nnc(NC(=O)c2ccc3c(c2)OCCO3)s1	7.6	4.5	3.8	.	2.6	-1.3	-4.7	26.9	11.7	-10.0
Nc1nc(SCC(=O)Nc2ccc(Oc3ccccc3)cc2)n[nH]1	0.3	6.9	-1.9	79.3	-2.4	-0.8	-0.2	1.1	-16.6	11.9
CCC(=O)c1cc(F)ccc1OCC(=O)Nc1ccc2c(c1)OCCO2	-12.3	4.1	-0.3	101.7	1.5	0.9	3.6	-5.0	-9.0	-5.7

The results go on.
SMILES	DAGLB inhibitor	PKA-R1A activ	PKA-R2B activ	Pemphigus Ab inh	MOR-DOR ag	V-ATPase pH	HTR5A ag	Arr AP2 block	HTR5A inv ag	OPRM1-OPRD1 inv
CCc1nnc(NC(=O)c2ccc(COc3cccc(C)c3)o2)s1	0.8	-9.3	-2.4	94.5	0.4	1.8	5.3	-1.4	-15.1	-2.4
COc1cc(/C=C/C(=O)Nc2ccc(C)cc2)cc(OC)c1OC	-3.9	-5.7	-11.4	.	-2.7	-1.2	2.6	24.4	-4.2	13.9
C(=N\Nc1ncnc2sc3c(c12)CCC3)/c1cccs1	4.5	-4.1	3.4	96.8	3.3	4.2	3.5	19.3	-11.2	-17.4
CC1CCCC(C)N1/N=C/c1ccccc1C(=O)O (stereo not drawn)	-1.0	-3.0	4.7	113.5	-1.9	-2.1	-2.1	12.6	5.3	9.1
CN(CCC#N)C(=O)CSc1nnc(-c2c[nH]c3ccccc23)o1	-0.3	-9.3	2.2	101.2	-0.7	0.2	1.1	9.0	-4.3	3.5
CC1CC(C)CN(CC(=O)c2cccs2)C1 (stereo not drawn)	1.6	-2.7	-8.7	104.4	-3.4	5.1	-1.9	10.1	4.8	16.0
CCOC(=O)C1CCN(C(=O)COC(=O)c2cccc(NS(=O)(=O)c3ccccc3)c2)CC1	0.5	1.8	-22.1	107.5	-1.2	-2.2	0.9	-7.8	-2.5	6.1
CCCCCCN1C[C@@H](n2cc(C3CC3)nn2)[C@H](O)C[C@@H]1c1ccc(OC)cc1	-3.2	-9.8	-12.3	.	.	1.2	.	.	.	.
Cc1nc(NC(=S)NC(=O)c2ccccc2)sc1C(=O)N(C)C	-1.0	-11.2	5.3	94.0	-3.7	-82.7	-0.5	5.6	2.2	19.8
CCc1nnc(NS(=O)(=O)c2ccc(N=Cc3c(C)[nH]n(-c4ccc(Cl)cc4)c3=O)cc2)s1	3.6	0.4	-10.0	90.3	-1.5	-1.3	-1.8	0.3	4.8	8.9
Cc1ccc(NC(=O)N2CCCC2C(=O)NCc2ccc3c(c2)OCO3)cc1 (stereo not drawn)	0.2	7.7	12.4	.	0.5	2.0	1.3	-2.9	-3.8	-3.0
Cc1ccc2nc(-c3ccncc3)cc(C(=O)Nc3ccncc3)c2c1	-1.8	5.4	4.2	105.1	24.0*	-1.2	21.0*	-3.5	-61.7	-129.7
O=C1CCCN2N=C(SCC(=O)Nc3cccc(F)c3)SC2=N1	0.4	2.0	-5.3	.	1.5	0.9	3.3	15.6	-5.9	-9.3
COc1ccc(NC2=NCCC(=O)N2Cc2cccs2)cc1	-5.8	-1.0	2.4	77.5	0.2	9.2	5.5	5.3	-34.6	-1.0
CC(C)(CN1CCCC1)NC(=O)C1CCC(=O)N(CCCN2CCOCC2)C1 (stereo not drawn)	1.3	-1.2	-5.3	86.5	-2.3	1.1	3.3	-8.3	-1.8	11.7
COc1ccccc1N(CC(=O)Nc1ccc2c(c1)OCCO2)S(=O)(=O)c1ccc(C)cc1	-5.9	0.6	0.4	104.0	0.5	-2.5	-3.8	-1.8	29.4	-3.1
O=C(CN(Cc1ccc(F)cc1)C(=O)CNS(=O)(=O)c1ccc(Cl)cc1)NCC1CCCO1 (stereo not drawn)	-3.8	-0.2	0.3	91.9	0.3	-0.4	2.5	23.7	25.5	-2.2
